NPYLR7 agonist: activates Aedes aegypti NPYLR7 receptor | HEK293T NPYLR7/Galpha15, GCaMP6s calcium fluorescence | activation, % at 10 µM | hit rate 0.15% among 270,000; in the data active = activation above about 40%;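 note: 0% = vehicle and 100% = reference agonist at the receptor; some compounds past the cut are filed as inactive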
mcGAS inh: mouse cGAS inhibition by luminescence. Q8C6L5. recombinant cGAS, Kinase-Glo ATP depletion luminescence. inhibition, % at 12.5 µM. hit rate 0.15% among 160,000;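 note: 0% = negative control wells and 100% = reference inhibitor with no enzyme activity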
hcGAS inh: inhibitors of human cGAS. recombinant h-cGAS, ATP depletion, Kinase-Glo luminescence. inhibition, % at 12.5 µM. hit rate 0.081% among 290,000;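 note: 0% = vehicle reaction and 100% = reaction without DNA for no activity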
Target sequence (Q8N884 whole entry, looked up): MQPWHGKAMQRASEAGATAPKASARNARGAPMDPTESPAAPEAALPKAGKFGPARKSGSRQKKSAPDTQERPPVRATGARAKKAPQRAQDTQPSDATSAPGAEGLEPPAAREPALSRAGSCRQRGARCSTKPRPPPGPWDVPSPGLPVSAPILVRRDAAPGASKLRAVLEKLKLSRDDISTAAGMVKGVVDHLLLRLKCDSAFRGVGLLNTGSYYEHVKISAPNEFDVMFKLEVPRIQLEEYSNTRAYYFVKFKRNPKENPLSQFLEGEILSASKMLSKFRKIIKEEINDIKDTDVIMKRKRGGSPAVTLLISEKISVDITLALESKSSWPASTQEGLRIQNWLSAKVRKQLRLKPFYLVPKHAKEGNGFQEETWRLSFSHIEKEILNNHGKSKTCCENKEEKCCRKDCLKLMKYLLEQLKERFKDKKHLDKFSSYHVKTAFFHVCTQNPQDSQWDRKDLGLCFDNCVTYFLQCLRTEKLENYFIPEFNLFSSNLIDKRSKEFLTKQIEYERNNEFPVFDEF
* hit, by the source's call; nt = not tested or not shown; & = joins results of further samples. Cut-off read from the data, not from the text of the source, unless noted: active = inhibition above about 40%; inactive = the rest. Not a hit list. Share with any hit: about 0.29%.

SMILES	NPYLR7 agonist	mcGAS inh	hcGAS inh
c1ccc(CCc2n[nH]c(CSc3ccccc3)n2)cc1	14	nt	-3
Cc1cccc(S(=O)(=O)NC2CCC(NC(=O)C3CCNCC3)CC2)c1 (stereo unspecified)	-2	nt	1
COc1ccc(S(=O)(=O)N(CCN2CCOCC2)Cc2nccn2Cc2ccccc2F)cc1	17	-4	-6
O=C(CN1C(=O)c2ccccc2C1=O)Nc1ccccc1Cl	-3	-6	-2
COc1ccc(CCOC(=O)C2CCCCN2S(=O)(=O)c2ccc3c(c2)CN(C(=O)C(F)(F)F)CC3)cc1OC (stereo unspecified)	-9	-3	-5
O=C(CC1CCCCC1)NC1CCN(c2cn[nH]c(=O)c2)CC1	nt	-8	-20
CCCNC(=O)C1(C)CCCN(Cc2cccn2C)C1 (stereo unspecified)	2	nt	-12
CC(C)C[C@H]1CN(C(=O)c2ccn(C)c(=O)c2)CC[C@@]1(C)O	4	nt	-1
O=C(Nc1ncccn1)c1ccccc1Br	-2	nt	-1
CC(C)N1CCC2(CC1)CC(=O)c1cc(-c3ccc(C(=O)N(C)CC4OCCO4)cc3)ccc1O2	-4	nt	1
Cc1ccc(Cc2nc(CSCc3c(C)cc(C)cc3C)cs2)cc1	28	-4	-5
O=C(CC1CCCC1)N1CCN(Cc2ccc(=O)n(CC3CC3)c2)CC1	nt	-5	-9
N#Cc1ccccc1-c1nc2c3c(c(N)ccc3n1)C(=O)c1ccccc1-2	5	-8	-4
CC(C)c1ccc2c(c1)c1c3n2CCN(CC(N)=O)C3CCC1 (stereo unspecified)	14	nt	-7
Cc1cccc(-c2nccn2C(CCn2cncn2)c2ccccc2)n1 (stereo unspecified)	-2	-7	-6
COCc1cc(CN2CCCN(c3ccccc3)CC2)ccc1OC	0	-16	-6
COc1ccccc1NC(=O)NCc1nnnn1C1CCCCC1	2	nt	-7
COc1nc(-c2ccc(C(F)(F)F)cc2)n(-c2ccc(NC(=O)c3cccc(Br)c3)cc2)n1	14	-6	-8
COc1cccc(OC)c1C(=O)N1CCN(C(C(=O)NCCCN2CCCC2=O)C2CCCC2)CC1 (stereo unspecified)	-2	nt	-2
COc1ccc(-c2noc(CCc3cn[nH]c3)n2)c(C)c1	22	nt	-9

As a short view, part of the list above.
SMILES	NPYLR7 agonist	mcGAS inh	hcGAS inh
c1ccc(CCc2n[nH]c(CSc3ccccc3)n2)cc1	14	nt	-3
Cc1cccc(S(=O)(=O)NC2CCC(NC(=O)C3CCNCC3)CC2)c1 (stereo unspecified)	-2	nt	1
COc1ccc(S(=O)(=O)N(CCN2CCOCC2)Cc2nccn2Cc2ccccc2F)cc1	17	-4	-6
O=C(CN1C(=O)c2ccccc2C1=O)Nc1ccccc1Cl	-3	-6	-2

The listing continues.
SMILES	NPYLR7 agonist	mcGAS inh	hcGAS inh
COc1ccc(CC(=O)Nc2c(C)nc3ccc(C)cn3c2=O)cc1OC	3	nt	-8
CN(C)CCN(Cc1ccsc1)C(=O)C1CCCN(C(N)=O)C1 (stereo unspecified)	11	nt	-4
CCSC1=N/C(=C\c2cc3c(cc2Cl)OCO3)C(=O)S1	11	-2	-2
O=C(NCCn1ncccc1=O)C1CCCCC1	2	nt	-6
Cc1nonc1C1CCCN1C(=O)c1cccc2ccnn12 (stereo unspecified)	-5	1	0
CC1(C(=O)NS(=O)(=O)c2ccc3c(c2)CCO3)CCN1C(=O)Cc1ccc(-c2ccccc2)cc1 (stereo unspecified)	-1	nt	-10
COc1ccccc1CCNC(=O)c1ccccc1N1CCC(NC(=O)c2ccc(F)cc2F)CC1	-3	nt	-6
COc1ccc(-c2nnc(CN3CCCC3c3cccs3)o2)cc1 (stereo unspecified)	5	nt	-1
COc1cccc(CN2CCn3nc(C(=O)Nc4ccc(C)c(C)c4)cc3C2=O)c1	-1	-4	-7
O=C(CC1C[C@@H]2CC[C@H]1C2)N1CCc2c(cnn2-c2ccccn2)C1 (stereo partly specified)	3	nt	12
CN(C)c1ccc(NC(=O)C2CCCC2)cc1CN(Cc1ccc(F)cc1)C(=O)Nc1cccc(F)c1	3	-5	-1
Cc1occc1CNC(=O)c1ccc(CN2CCCC2)cc1	-1	-5	-7
O=C(c1cnc2cc3c(cc2c1)OC1(CCCC1)O3)c1ccccc1O	2	nt	-7
Cc1ccc(C(=O)NC(C)c2cnn(-c3ccccc3C)c2C)cn1 (stereo unspecified)	12&22	nt	-6&-7
CN(C(=O)/C=C/c1ccc(OC(F)(F)F)cc1)c1ccc(-c2onc3c2CCc2ccccc2-3)cc1	nt	-8	-8
COc1ccccc1C(=O)N(CCN1CCOCC1)Cc1c(-c2ccccc2)noc1N(C)C(C)C	12	-5	-5
O=C(CCn1c(=O)oc2cc(Cl)ccc21)NC1=NCCS1	3	nt	-3
O=C(c1cnn2c1CCCC2)N(Cc1ccc2c(c1)OCO2)C1CC1	-2	-16	-4
COCC(=O)N1CCN(c2ccc(F)cc2F)C(=O)C1C (stereo unspecified)	1	-7	-4
CC(C)CNC(=O)CCN(CCc1ccccc1)c1nc(-c2ccccc2Cl)nc2cc(Cl)ccc12	-7	1	-1
Cc1cnc(C(=O)N2CCCC(N3CCN(c4ccccc4C)CC3)C2)cn1 (stereo unspecified)	4	nt	4
COc1cc(C2NC(=O)c3sc4nc(C)cc(C)c4c3N2)ccc1OCC#N (stereo unspecified)	11	nt	1
CC(C)CC(N=C1NS(=O)(=O)c2ccccc21)C(=O)Nc1ccc2c(c1)OCCCO2 (stereo unspecified)	8	nt	-4
Cc1nc(Nc2ccc(NC(=O)Nc3ccc4c(c3)OCO4)cc2)cc(-n2cccn2)n1	-2	-6	-2
CCOC(=O)N1CCN(S(=O)(=O)c2ccc3c(c2)C(C)C(=O)N3)CC1 (stereo unspecified)	4	-8	-4
CCc1nnc2n1CC(CN(Cc1cn3ccccc3c1C#N)Cc1cn3ccccc3c1C#N)CC2 (stereo unspecified)	1	nt	-10
CC(=O)N1N=C(c2ccccc2)CC1c1cc(Br)ccc1O (stereo unspecified)	0	nt	-12
COc1ccc(S(=O)(=O)NCCCN2CCOCC2)cc1N1CCN(C(=O)c2cc(F)cc(C(F)(F)F)c2)CC1	23	-10	-3
CCOC(=O)c1cc(-c2ccc(N3CCN(C(=O)c4c(F)cc(OC)cc4F)CC3)cc2)n(-c2ccccc2OC)n1	8	3	3
O=C(c1ccc([N+](=O)[O-])cc1[N+](=O)[O-])n1nnc2ccccc21	12	nt	-5
Cc1c(C(=O)N(C)CCc2ccccn2)cnc2c(-c3ccc(F)cc3)cnn12	-10	1	-1
O=C(Nc1ccnn1C1CCN(Cc2ccc3c(c2)OCCO3)CC1)c1ccccc1	1	nt	-1
CCCn1c(=O)c2c(nc3n2CCCN3C2CCCCC2)n(C)c1=O	2	nt	-12
N#Cc1ccc(S(=O)(=O)N(Cc2ccc3c(c2)OCO3)C2CCCC2)cc1	9	-4	-6
O=C(NCc1cccnc1-n1ccnc1)C1CCS(=O)(=O)CC1	2	nt	1
O=C(c1ccc(Br)cc1)c1ccco1	0	nt	-2
N#Cc1ncn(CC(=O)Nc2ccnn2Cc2cccc(Cl)c2)n1	-2	nt	-15
C=C1c2cc(OCC)ccc2NC(=O)N1c1ccccc1	6	nt	-6
Cn1cnc(S(=O)(=O)NCCc2ccccc2F)c1Cl	-12	nt	2
CCN1CC(=Cc2cccs2)C(=O)C(=Cc2cccs2)C1	14	nt	-5
Cc1cc(C)n(CCNC(=O)C2CC3(CCNCC3)CN2C)c(=O)n1 (stereo unspecified)	nt	0	5
CC(C)(O)C#Cc1ccc(C(=O)N2CCOc3ccc(CN4CCc5ccccc5C4)cc3C2)cc1	-11	-3	-4
COc1ccc(CNC(=O)CSc2nccn3nc(-c4cccc5ccccc45)cc23)cc1	-1	-5	-6
COc1cc(CNC(=O)c2ccc(-c3ccc4c(c3)OCCO4)s2)cc(OC)c1	4	-7	-5
CCCCN(C)Cc1c(O)ccc2c(=O)c(-c3ccccc3OC)coc12	-6	-5	-5
CCc1nc2n(n1)C(=O)C(C(c1ccc(OC)cc1)N1CCOCC1)S2 (stereo unspecified)	-5	-7	-6
CC(C)CN(Cc1c(-c2ccc(F)cc2)noc1N1CCN(C)CC1)C(=O)C1CC1	5	-6	-2
CC(C)(C)c1cc(NC(=O)CN(Cc2ccccc2)C(=O)Nc2ccccc2Br)n(-c2ccc(Cl)c(Cl)c2)n1	1	-7	-4
COC(=O)Cn1c(=O)c2c(nc3n(-c4ccc(Br)cc4)c(C)cn23)n(C)c1=O	7	nt	1
CC(=O)N1CCOC(CNC(=O)c2ccoc2C)C1 (stereo unspecified)	-3	nt	-5
Cc1nc(CN(C)Cc2cnc(N3CCOCC3)s2)no1	9	nt	-7
CCN(CC)C(=O)Oc1ccc2c(ccn2Cc2cc(C(F)(F)F)ccc2Cl)c1-c1cc(F)cc(F)c1	11	-6	0
Cc1ccc(C)c(CC(=O)N2CCC(n3cnc4ccccc43)CC2)c1	nt	-4	-4
CN1CCN(N=Cc2ccc(O)cc2)CC1	12	-4	-2
CCN(Cc1cc(C2CCCCC2)no1)[C@H]1COC[C@@H]1O	nt	-7	-18
Cc1cnc(=O)[nH]c1SCC(=O)N1CCCCC1	1	-8	-5
COc1ccc(OC)c(-c2cnc(-c3cccc(CNC(=O)c4ccc(F)c(F)c4)c3)[nH]2)c1	-1	-4	0
Cc1ccc(C(=O)Nc2c(N)nc(SCC(=O)Nc3ccc(C(F)(F)F)cc3)[nH]c2=O)cc1	0	-1	3
COc1cn(CC(=O)Nc2cc(C)cc(C)c2)c(CN2CCN(c3ccccc3)CC2)cc1=O	-4	-7	-2
O=C(C1CC(=O)N(C2CC3CCC2C3)C1)N1CCC2(CC1)OCCO2 (stereo unspecified)	nt	-5	-5

The list continues:
Values run as follows: NPYLR7 agonist	mcGAS inh	hcGAS inh
- COC(=O)c1ccccc1NC(=O)N1CCN(c2c(Cc3ccccc3)c(C)nc3ncnn23)CC1
    nt	-6	-4
- CCOc1cccc2sc(=NC(=O)c3nn(C)cc3C)n(C)c12
    0	-8	-3
- CCOC(=O)c1nn(-c2ccc(OC)cc2)c(=O)c2c(NC(=O)CC(C)C)scc12
    -4	-3	3
- CC1COCCN1C(=O)c1c[nH]c(=O)[nH]1 (stereo unspecified)
    2	nt	-17
- COCc1nnc(NC(=O)CN2[C@@H]3CC[C@H]2CC(O)C3)s1 (stereo partly specified)
    4	nt	-4
- COCCCNC(=O)c1cc(NC(=O)c2cc(C(F)(F)F)cc(C(F)(F)F)c2)ccc1N1CCCCC1
    18	-5	-4
- C#CCNC(=O)c1cc(N2CCOCC2)nc2ccccc12
    10	-4	-7
- COc1ccc(S(=O)(=O)Nc2ccc(N(C)C)c(CN(C(=O)c3ccc(F)cc3)C3CC3)c2)cc1
    -2	-7	-5
- C1=CCC(CN2CCN(c3ncnc4ccccc34)CC2)CC1 (stereo unspecified)
    2	-2	2
- CN1CCCC(C#CC(O)(c2ccccc2)c2ccccc2)C1 (stereo unspecified)
    -6	nt	-5
- CC1CCC(NC(=O)CN2C(=O)NC3(CCCCCC3)C2=O)CC1 (stereo unspecified)
    9	nt	-3
- CNC(=S)Nc1ncn(Cc2cccc(F)c2)n1
    -1	nt	-10
- Cc1nsc(NC(=O)N(C)Cc2cccc(-n3cccn3)c2)n1
    0	nt	0
- Cc1cc(-c2c(-c3ccccc3)ncn2Cc2n[nH]c(=O)c3ccccc23)n[nH]1
    1	nt	-6
- CCOC(=O)C1CC(=O)C(C(=O)OCC)CC1=O (stereo unspecified)
    9	nt	-6
- CCCCCCCCC(=O)N1CCc2nc(-c3cccc(F)c3)[nH]c(=O)c2C1
    -3	-6	-8
- CNC(=O)CN1CCN(C(=O)c2cn(CCCOC)cc3c(=O)n(-c4ccccc4)nc2-3)CC1
    -3	-11	-5
- COc1ccccc1-c1nc2ccc(C)cn2c1NC(=O)CCC1CCCC1
    -2	-7	-8
- CCc1ccc(C2C(C(=O)OC(C)C)=C(C)NC3=C2C(=O)CCC3)cc1 (stereo unspecified)
    -4	-2	-1
- CCC(C)N(Cc1ccc(C)cc1C)CC(O)COc1ccc(OC)cc1 (stereo unspecified)
    1	-1	-6
- Cc1noc(OCc2ccccc2OC(C)C)n1
    1	nt	-7
- COC(=O)c1ccc(COC(CN2CCN(C(=O)c3ccco3)CC2)c2cccc(OC)c2)cc1 (stereo unspecified)
    nt	-5	-1
- C=CCn1c(SC(C)C(=O)N(C)CC(=O)Nc2ccccc2CC)nc2sc(C)c(C)c2c1=O (stereo unspecified)
    0	-7	-7
- CC(C)CCN1CCN(Cc2cc(Cl)ccc2O)CC1CCO (stereo unspecified)
    3	-11	-12
- CCC(C)Oc1c(OC)cccc1-c1ncc[nH]1 (stereo unspecified)
    26	-10	-2
- Cc1c(C(=O)N2CCC3(CCCO3)CC2)sc2ccccc12
    6	-10	-3
- COc1ccc(-c2nc3ccc(Br)cc3c(=O)o2)cc1[N+](=O)[O-]
    6	nt	-5
- O=C1Nc2cc(N3CCCC3)ccc2/C1=N/N1CCCCC1
    -1	nt	-8
- Cc1cccc(C)c1NC(=O)CN(CC(=O)Nc1c(C)cccc1C)Cc1cn2ccccc2c1C#N
    11	-3	-17
- COC(=O)C(=O)N1CCN(CC(OCc2ccc(C)cc2)c2cccc(OC)c2)CC1 (stereo unspecified)
    nt	-4	0
